M1 PAM parental = nonselective activator or artifact in parental CHO-K1 calcium assay | hit rate 0.02% among 360,000 | activation, % at 3 µM | ATP EC20, Fluo-8 calcium fluorescence; 0% at ATP EC20, 100% at ATP max;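 active = activation above the run cutoff, the mean activation of all test compounds plus 3 SD, cut at about 40% in these data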;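 also: peak over basal fluorescence ratio in a 140 s read after ATP addition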
TAAR1 antagonist = antagonists of human TAAR1; Q96RJ0; hit rate 1.5% among 360,000; AID 624466; inhibition, % at 3 µM; CHO RD-HGA16 TAAR1, Fluo-8 calcium fluorescence, antagonist;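 active = inhibition above a per-plate cutoff, the mean inhibition of test compounds on that plate plus 3 SD, cut at about 49% in these data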;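 also: 0% = DMSO plus EC80 beta-PEA response and 100% = DMSO alone without agonist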
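System: CHO RD-HGA16 cells bearing hTAAR1. Reagent: EC80 β-phenethylamine stimulus. Schedule: seeding 17-24 h prior, 75-min 37 °C, 30-min RT dye loading. Signal: Fluo-8 intracellular calcium dye fluorescence, real-time kinetic reads. Read-out: % inhibition from peak post-agonist over basal fluorescence ratio. Benchmarks: vehicle wells and EC80 agonist wells. Replicates: n of 1.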
CHO parental Ca = counter-screen for OX1R antagonists: effect in parental CHO cells; parental CHO-K1, ATP-induced calcium, Fluo-8 fluorescence; hit rate 0.63% among 330,000; inhibition, % at 5.6 µM;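 active = inhibition above that plate's mean sample inhibition plus 3 SD, cut at about 26% in these data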;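 also: 0% = ATP-challenged DMSO wells and 100% = DMSO wells without ATP; some compounds past the cut are filed as inactive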
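Material: Parental CHO cells | Reagent: ATP | Compound dosing: Single nominal dose of 5.6 µM per compound | Detection: Intracellular calcium via Fluo-8 no-wash fluorescent dye | Read-out: % inhibition of ATP-induced calcium mobilization | Benchmarks: Low control ATP plus DMSO, high control DMSO only | Replicates: Singlicate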
V1aR counter = V1a receptor agonism, counter-screen for OXTR agonists. activation, % at 3 µM. P37288. CHO-V1R cells, Fluo-8 calcium fluorescence, agonist mode; 0% DMSO, 100% 3 nM vasopressin. hit rate 0.25% among 320,000. AID 2797;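 active = activation above the mean activation of all tested compounds plus 3 SD, per screening run, cut at about 20% in these data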;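 also: signal is peak over basal fluorescence ratio across a 100 second FLIPR read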
Target sequence (P37288 whole entry, looked up): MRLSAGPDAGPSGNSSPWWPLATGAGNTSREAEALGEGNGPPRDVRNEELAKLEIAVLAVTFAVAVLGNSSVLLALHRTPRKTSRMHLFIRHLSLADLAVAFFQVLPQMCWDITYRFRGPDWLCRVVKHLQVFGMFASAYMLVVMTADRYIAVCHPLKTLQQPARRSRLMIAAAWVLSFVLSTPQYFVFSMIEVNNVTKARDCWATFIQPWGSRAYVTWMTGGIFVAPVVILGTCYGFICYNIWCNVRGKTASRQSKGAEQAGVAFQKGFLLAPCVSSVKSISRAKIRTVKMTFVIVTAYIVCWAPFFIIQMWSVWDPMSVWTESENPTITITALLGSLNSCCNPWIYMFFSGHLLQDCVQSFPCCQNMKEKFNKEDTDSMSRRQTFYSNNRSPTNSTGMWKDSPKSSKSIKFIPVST
M1 ag = human M1 muscarinic receptor agonism; CHO-K1 hM1, Fluo-8 calcium fluorescence, agonist mode; 0% DMSO, 100% acetylcholine EC100; hit rate 0.33% among 360,000; AID 588814; P11229; activation, % at 3 µM;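 active = activation above the run's mean compound activation plus 3 SD, cut at about 16% in these data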;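 also: peak over basal fluorescence ratio within a 140 s kinetic read after compound addition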
OXTR potentiate = potentiators of human oxytocin receptor | P30559 | CHO-OTR cells, Fluo-8 calcium fluorescence, potentiator mode; 0% = oxytocin EC15, 100% = EC100 | activation, % at 3 µM | hit rate 0.061% among 320,000;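 active = activation above that plate's cutoff, the mean activation of tested compounds plus 3 SD, cut at about 6.6% in these data, passing the limit was not always enough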;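 also: 100% uses oxytocin at 75 nM as the full agonist control; some results filed as inactive read as strong as hits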
Target sequence (P30559 whole entry, looked up): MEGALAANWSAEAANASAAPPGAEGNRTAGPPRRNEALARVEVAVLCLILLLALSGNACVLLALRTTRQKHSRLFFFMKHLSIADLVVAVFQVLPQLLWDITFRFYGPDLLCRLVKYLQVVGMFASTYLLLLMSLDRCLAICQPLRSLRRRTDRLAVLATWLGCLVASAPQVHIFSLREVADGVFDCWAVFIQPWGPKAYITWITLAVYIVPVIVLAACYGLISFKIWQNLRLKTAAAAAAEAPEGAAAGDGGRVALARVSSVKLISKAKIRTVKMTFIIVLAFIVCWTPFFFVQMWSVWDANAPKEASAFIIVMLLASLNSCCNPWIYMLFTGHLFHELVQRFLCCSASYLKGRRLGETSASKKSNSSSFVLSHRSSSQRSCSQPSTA
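Assay system: CHO cell line stably expressing human OTR. Reagent: EC15 oxytocin agonist. Dosing: single dose, 3.0 µM nominal final compound concentration. Timing: compound 6 min at room temperature before oxytocin, 100 s read. Signal: kinetic Fluo-8 calcium fluorescence. Controls: oxytocin EC15 low and EC100 high.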
CHO-K1 Ca ag = nonselective activator or artifact in parental CHO-K1 cells; Fluo-8 calcium fluorescence; scaled to maximal ATP response, vehicle zero; activation, % at 3 µM; hit rate 0.48% among 360,000; in the data active = activation above about 15%;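 also: untransfected CHO-K1 host cells lacking M1 receptor as counterscreen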
CHO-K1 Ca antag = nonselective inhibitor or artifact in parental CHO-K1 cells | ATP-induced calcium, Fluo-8 fluorescence | hit rate 0.6% among 360,000 | inhibition, % at 3 µM;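 active = inhibition above a per-plate cutoff, the plate's mean sample inhibition plus 3 SD, cut at about 24% in these data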;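 also: 0% = DMSO plus EC80 ATP and 100% = DMSO alone without ATP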
TAAR1 ag = human TAAR1 agonism; Q96RJ0; CHO RD-HGA16 TAAR1, Fluo-8 calcium fluorescence; vehicle wells 0%, saturating PEA agonist 100%; activation, % at 3 µM; hit rate 0.99% among 360,000; AID 624467;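 active = activation above the mean activation of all test compounds in the run plus 3 SD, cut at about 38% in these data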
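Assay system – CHO-derived RD-HGA16 cells with stable Gα16 and human TAAR1 · Compound dosing – one-point dosing at 3 µM (nominal) · Incubation – 17-24 h seeding, 75 min 37 °C dye, 30 min RT · Measured by – kinetic Fluo-8 calcium fluorescence · Control set – DMSO vehicle as 0%, PEA at EC100 as 100% · Repeats – single well for each compound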
* hit, by the source's call; . = no result given.

SMILES | M1 PAM parental | TAAR1 antagonist | CHO parental Ca | V1aR counter | M1 ag | OXTR potentiate | CHO-K1 Ca ag | CHO-K1 Ca antag | TAAR1 ag
CCn1cc(C(=O)NCCCN2CC(C)CC(C)C2)c(=O)c2cc(S(=O)(=O)N(C)C)ccc21 (configuration not stated) | 2 | 10 | -6 | 1.0 | -13 | 4 | 0.1 | 1 | 1
Cc1noc(C)c1C(=O)Nc1cccnc1 | 28 | -9 | -1 | -0.5 | -4 | -1 | 0.4 | -15 | 3
O=c1c2ccccc2nnn1CSc1ccccc1 | 21 | -10 | -7 | 1.2 | -10 | -6 | 0.8 | -3 | 3
OC(CN1CCOCC1)c1ccc(F)cc1 (configuration not stated) | 12 | 16 | -4 | 0.2 | -7 | -1 | 0.2 | 1 | 2
COCCN1CN(S(=O)(=O)c2ccccc2)c2nc3ccccc3nc21 | 2 | 2 | -10 | 0.6 | -1 | -2 | 0.0 | 5 | 3
Cc1cccc(OCCCC(=O)NC2CCCCC2)c1 | -8 | -23 | -6 | 0.2 | -3 | -4 | 0.8 | 5 | 1
Cc1ccc(C2C(C(=O)c3sc(-c4ccccc4)nc3C)=C(O)C(=O)N2CCN(C)C)o1 (configuration not stated) | 6 | 1 | . | . | -3 | . | 0.4 | -4 | 10
CC1CCCCN1C(=S)NC(=O)c1ccco1 (configuration not stated) | 18 | -11 | -1 | 0.8 | -5 | -1 | 0.2 | -11 | 3
CCCCN(C(=O)c1cccc(-n2cccc2)c1)c1c(N)n(CCC)c(=O)[nH]c1=O | 13 | -12 | -26 | -1.1 | -1 | 3 | 0.1 | -2 | 0
OC(CNCC1COc2ccccc2O1)COc1ccc(Cl)cc1 (configuration not stated) | -19 | 20 | -14 | 4.5 | -2 | -11 | 0.8 | 13 | 14
O=C(Cc1ccc(-n2cccc2)cc1)NC1CCCCCC1 | 2 | 23 | 2 | -1.8 | -6 | -4 | -0.5 | -6 | 2
Clc1ccc(CNCc2cccs2)cc1Cl | -4 | -16 | 1 | -0.1 | -5 | -8 | 0.2 | 14 | 2
NS(=O)(=O)c1cccc(NC(=O)c2ccno2)c1 | -14 | 8 | -2 | 1.7 | 1 | 0 | -0.5 | -6 | 1
COc1ccc(C(C(=O)NC2CCCC2)N(C(=O)c2snc(C(N)=O)c2N)c2cc(C)ccc2OC)cc1OC (configuration not stated) | -6 | -6 | -20 | -0.5 | -6 | -2 | -0.5 | 3 | 0
Fc1cnc(Cl)nc1NC1CCCCC1 | -10 | -2 | -2 | 1.2 | -7 | -2 | 3.8 | -8 | 4
COc1ccc(C/C(C)=N/NC(=S)Nc2ccc(C)c(C)c2)cc1 | -5 | 2 | -21 | 0.1 | -2 | -7 | -0.3 | 3 | 1
O=S1(=O)c2ccc(Br)cc2OC(COCc2ccccc2)CN1Cc1ccccc1 (configuration not stated) | 16 | -2 | -4 | . | -1 | . | 0.8 | -19 | 0
Cc1nonc1OCCCNc1ccc([N+](=O)[O-])cc1Cl | 12 | 27 | -10 | -1.1 | -4 | -10 | 9.1 | -6 | 3
CCOC(=O)c1c(N)sc2c1CCN(CCc1ccccc1)C2 | -8 | 8 | 0 | 1.1 | -3 | -8 | 0.0 | 12 | 27
CC(O)c1nc2ccccc2n1CC(=O)Nc1ccc2c(c1)OCCO2 (configuration not stated) | 21 | 8 | -5 | 0.3 | -4 | -6 | 1.2 | -14 | 1
CC[C@@]12C(=O)N(c3ccc(OC)cc3)C(=O)N1[C@H](c1cccc(C)c1)[C@@H]1C(=O)N(Cc3ccccc3)C(=O)[C@@H]12 | 10 | . | -23 | 0.7 | -4 | -3 | 0.4 | 3 | .
O=C(Nc1ccc(F)cc1)c1cccc(NC(=O)C2C3CC4OC(=O)C2C4C3)c1 (configuration not stated) | 13 | -4 | -7 | -0.5 | -2 | -2 | 0.9 | -3 | 5
CC1=NN(c2ccc(Cl)c(C(=O)O)c2)C(=O)C1 | 21 | 10 | 0 | 0.2 | -4 | -5 | -0.4 | -13 | 13
CN(C)n1cccc1/C=C(\C#N)S(=O)(=O)c1cccc(Cl)c1 | 3 | 22 | -15 | -0.7 | -6 | -15 | 1.4 | -3 | 0
O=NN1CCN(c2ccncc2S(=O)(=O)N2CCCCC2)CC1 | 19 | -3 | 5 | 1.0 | -1 | 1 | 1.0 | -6 | 1

Sorted by the number under OXTR potentiate (high to low): 3 of the compounds above.
mol | OXTR potentiate
O=NN1CCN(c2ccncc2S(=O)(=O)N2CCCCC2)CC1 | 1
Cc1noc(C)c1C(=O)Nc1cccnc1 | -1
O=C(Cc1ccc(-n2cccc2)cc1)NC1CCCCCC1 | -4

Following part:
SMILES | M1 PAM parental | TAAR1 antagonist | CHO parental Ca | V1aR counter | M1 ag | OXTR potentiate | CHO-K1 Ca ag | CHO-K1 Ca antag | TAAR1 ag
CCOc1ccc(N(CC(=O)NC2CCCCC2C)S(=O)(=O)c2c(C)noc2C)cc1 (configuration not stated) | -5 | -21 | -20 | -0.7 | -3 | -4 | 0.5 | -13 | -1
COc1ccc(S(=O)(=O)Nc2ccc3c(c2)n(C)c(=O)n3C)cc1F | -14 | 4 | 3 | 4.2 | 13 | -24 | 8.1 | 10 | 10
Cc1cccc(-n2nc3c(c2NC(=O)CCC2CCCCC2)CS(=O)C3)c1C (configuration not stated) | 0 | -14 | 8 | -0.1 | 1 | -1 | -0.1 | 5 | 1
Cc1cc(NC(=O)CSc2c3c(nc4ccccc24)CCC3)no1 | -8 | 9 | -18 | 0.1 | -3 | -5 | 0.7 | 7 | 1
CCC(C)[C@H](NC(=O)NCCC1=CCCCC1)C(=O)O (some centres not stated) | 14 | -23 | -18 | 0.3 | -1 | -28 | 0.2 | -7 | 2
O=C(O)c1ccc(NS(=O)(=O)c2ccc(Cl)cc2)cc1 | 7 | -2 | -1 | 0.8 | -4 | 1 | -0.1 | 6 | 5
COc1ccc(C(=O)N2CCC(C(=O)c3ccc(F)cc3)CC2)cc1 | 18 | -11 | 1 | 1.6 | -1 | -13 | 1.1 | -6 | 5
CCOC(=O)c1cc2c(OC)ccc(OC)c2n1CC(=O)c1ccccc1 | 7 | -18 | -16 | -0.5 | -3 | -2 | -0.2 | -5 | -2
O=[N+]([O-])c1ccc(Sc2ccc(Cl)c(Cl)c2)nc1 | 0 | -5 | -18 | 0.4 | -6 | -12 | 0.1 | -1 | 2
CCOc1ccc(CCN2C(=O)C(=O)N([C@@H](Cc3ccccc3)CN3CCC[C@H]3CN3C(=O)C(=O)NC[C@@H]3Cc3ccccc3)C[C@@H]2Cc2ccc(O)cc2)cc1 | -3 | -13 | . | . | . | . | -0.5 | 2 | 0
Cc1nc2cccc(C(=O)NC3CCCCC3)c2o1 | 7 | 1 | 0 | 0.1 | -2 | -8 | -0.2 | 0 | 7
N#CC(c1nc2ccccc2nc1N1CCCC1)S(=O)(=O)c1cccs1 (configuration not stated) | 7 | -5 | -10 | 0.8 | -2 | -8 | 0.8 | -6 | 8
CC(=O)Nc1c2c(nn1-c1ccc(C)cc1C)CS(=O)C2 (configuration not stated) | 13 | -4 | -16 | -0.1 | -1 | -2 | 0.7 | -8 | 1
O=C(O)c1ccccc1C(=O)Nc1n[nH]c(=S)s1 | 17 | -9 | -5 | 0.0 | -5 | 3 | 0.7 | -8 | 0
O=C(NC1CCCc2c1cnn2-c1cc(F)cc(F)c1)c1ccccn1 (configuration not stated) | 6 | 1 | -9 | 0.8 | -5 | -10 | 0.6 | -18 | 2
CCOC(CCNC(=O)c1cn(CC(C)C)c(=O)c2c1c1ccccc1n2C)OCC | 10 | 19 | -10 | 1.3 | -3 | 3 | 9.8 | -6 | 6
COc1ccc(OC)c(NC(=O)CSc2nnc(C3CCCCC3)o2)c1 | 13 | -27 | -8 | 1.6 | -5 | -2 | 0.8 | -10 | 2
S=c1[nH]nc(-c2ccco2)n1/N=C/c1ccc(Br)s1 | -6 | -11 | -6 | -1.1 | -4 | -3 | -0.2 | 7 | -3
O=C(COC(=O)c1ccco1)NC12CC3CC(CC(C3)C1)C2 | 11 | 9 | -5 | 0.5 | -1 | -6 | 1.2 | -15 | 1
O=C(Cc1cccs1)NCCS(=O)(=O)N1CCN(c2ccccc2F)CC1 | 18 | -18 | -15 | -0.9 | -1 | 0 | 2.1 | -10 | 0
Cc1ccc(OCC(=O)Nc2ccc([N+](=O)[O-])cc2)cc1 | 20 | 4 | 7 | 0.5 | -6 | -8 | 0.8 | -2 | -1
COc1ccc(NC(=O)CN2C(=O)NC3(CCCC3)C2=O)cc1Cl | -13 | -1 | -2 | 0.3 | -3 | -10 | 0.0 | 3 | 0
Cc1ccc(N2C(=O)c3ccccc3C2Nc2ccc(S(=O)(=O)N3CCCCC3)cc2)nc1 (configuration not stated) | -5 | -16 | -9 | -0.4 | -5 | -1 | 0.3 | 15 | 4
O=C(N/N=C/c1ccc(OC(F)F)cc1)c1ccc(CSc2nc3ccccc3[nH]2)cc1 | 1 | 45 | -14 | 1.3 | -8 | -14 | 4.9 | 6 | 10
CCOC(=O)c1ccccc1NC(=O)COC(=O)C(CCSC)NC(=O)COc1ccccc1 (configuration not stated) | 5 | . | -16 | 5.1 | -3 | -10 | 0.5 | -6 | .
Continuation.
SMILES | M1 PAM parental | TAAR1 antagonist | CHO parental Ca | V1aR counter | M1 ag | OXTR potentiate | CHO-K1 Ca ag | CHO-K1 Ca antag | TAAR1 ag
CCOC(=O)CSc1nc2ccc(C)cc2[nH]1 | 23 | 13 | -7 | -0.3 | -1 | -6 | -0.2 | -11 | 8
CC(Cc1ccccc1)N(C)C(=O)CN1C(=O)c2ccccc2C1=O (configuration not stated) | -2 | -20 | . | . | -2 | . | 0.0 | -8 | 2
CC(=O)NC(Cc1ccccc1F)C(=O)NC1CCN(C(=O)Nc2ccc(C)cc2)CC1 (configuration not stated) | 14 | -8 | -19 | 0.8 | -1 | -9 | 0.4 | -4 | 7
Cc1cccc(C(=O)Nc2cc(S(=O)(=O)N3CCOCC3)ccc2N2CCCC2)c1 | -6 | -10 | . | . | 0 | . | 1.3 | -3 | 3
CC(C)(C)SCCNC(=O)COc1ccc(Cl)cc1 | 10 | 3 | -4 | -0.4 | -4 | 3 | 3.0 | -15 | 9
CCCOc1ccc(C(=O)NCC(c2cccs2)N(C)C)cc1OC (configuration not stated) | 24 | -3 | -19 | 0.1 | -7 | 3 | 1.1 | -13 | 3
O=C(COC(=O)/C=C/c1ccco1)NCCc1ccccc1 | 0 | 47 | 11 | 0.0 | -3 | -5 | 0.4 | -6 | 39*

Screening results from PubChem BioAssay.

This is a random part of the collection; overall some 3.3% were active at least once.
